Assay outcomes as filed in PubChem.
NS5 inhibitors = Dengue-2 NS5 methyltransferase inhibitors, primary screen, biochemical, confirmation dose response (AID 588689); Dengue-2 NS5 methyltransferase capping enzyme assay, biochemical; higher % means a stronger effect; inhibition, % at 25 µM; hits with a dose series show IC50 in µM; actives 0.3% (n = 340,000); in the data active means a potency from the dose series; inconclusive means inhibition above about 29% without an active follow-up result
HIV fusion peptide = cell-free HIV fusion peptide-binding blockers – biochemical, uHTS, fluorescence dequenching, primary screen (AID 1986); cell-free peptide binding, fluorescence dequenching, 30 min; higher % means a stronger effect; actives 0.3% (n = 290,000); one-dose inhibition, % at 20 µM; IC50 in µM for titrated hits; in the data active means inhibition mostly above about 52%, no sharp cut-off; inactive means mostly below about 76%; further: some results filed as inactive read as strong as hits
Siah-1 displacement = blockers of Siah-1 interaction with plectin peptide – biochemical, fluorescence polarization, rhodamine-plectin, uHTS, primary screen (AID 1817); Siah-1 / rhodamine-plectin peptide fluorescence polarization; higher % means a stronger effect; displacement, % at 20 µM; hits with a dose series show IC50 in µM; actives 0.02% (n = 290,000);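 active means displacement of at least 50% at 20 µM, with a fluorescence ratio check between 0.3 and a set limit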;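 further: plate controls were Siah plus tracer with DMSO for no effect and tracer alone without Siah for full effect; strong numbers were not always called active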
Myeloid diff 2 = compounds promoting myeloid differentiation; AID 624256; calls only at 10 µM; actives 1% (n = 360,000); ER-HoxA9 myeloid progenitors, lysozyme-GFP differentiation, flow cytometry;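 active means normalized GFP-positive differentiation at or above the plate's own cutoff, the solvent-only control mean plus 3 SD; inconclusive means no clear call, values can overlap the other calls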;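 further: cells exposed to compound for four days before flow analysis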
HEK293 NOD2/NF-kB = inhibition of NOD2-driven NF-kB reporter – cell-based, luminescence, uHTS, HEK293 (AID 1566). HEK293 NOD2/NF-kB luciferase reporter, luminescence; higher % means a stronger effect. inhibition, % at 4 µM; hits with a dose series show EC50 in µM. actives 0.63% (n = 290,000); further: many of its hits are not listed in these tables
AID2073 = disruptors of CaV2.2 binding to Mint1 – biochemical, HTRF (AID 2073) | actives 0.19% (n = 290,000) | HTRF protein-protein interaction, Mint1-CaV2.2; higher % means a stronger effect | inhibition, % at 20 µM, or IC50 in µM where a hit was titrated; in the data active means inhibition mostly above about 51%, no sharp cut-off; inconclusive means no clear call, values can overlap the other calls; inactive means mostly below about 53%; further: some results filed as inactive read as strong as hits
XIAP antagonists = XIAP antagonists, biochemical, IAP family, fluorescence polarization (AID 1018). actives 0.007% (n = 200,000). displacement, % at 20 µM, or IC50 in µM where a hit was titrated. XIAP BIR domain, fluorescence polarization peptide displacement; higher % means a stronger effect; in the data active means displacement above about 50%; further: a part of the inactive calls stands beside numbers as strong as those of hits
Hep lipid drop = modulators of hepatic lipid droplet formation; inhibition, % at 6.5 µM; actives 0.4% (n = 240,000); AML12 mouse hepatocytes, oleate lipid droplets, BODIPY imaging; AID 1656;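 active means lipid droplet intensity inhibited by at least 50%, with more than 500 cells counted; inconclusive means wells with under 300 cells, treated as cytotoxic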
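Material: mouse AML12 hepatocyte cell line, fixed after treatment; Timing: compound with oleate, overnight; Technique: high-content imaging of BODIPY-stained droplets and DAPI nuclei; Probe or stimulus: oleate, 100 µM final; Dosing: compound at 6.5 µM only.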
LYP phosphatase = inhibitors of LYP phosphatase, biochemical, fluorescence intensity, uHTS (AID 1779). one-dose inhibition, % at 11.5 µM; IC50 in µM for titrated hits. actives 0.054% (n = 290,000). recombinant LYP phosphatase, fluorescence intensity; higher % means a stronger effect;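 further: plate controls were vehicle with enzyme for no effect and no enzyme for full effect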
Hep lipid drop cells 6.5 µM = second read-out of Hep lipid drop, no call of its own (marks repeat the call); cell count; measured here: cell count, cytotoxicity flag;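 cells counted across two imaged fields per well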
Myeloid diff 2 GFP+ MAC1+ % = recorded beside Myeloid diff 2, whose call it bears; GFP+ MAC1+ double positive, %; measured here: differentiation confirmed by MAC1 staining
* marks the source's active call; other numbers are inactive results; i = inactive; u = inconclusive; x = not tested or not shown. Unless noted, no stated cut-off is given here; in the data, active means inhibition above about 50%; inactive means the rest.

Start of the listing, in advance:
SMILES	NS5 inhibitors	HIV fusion peptide	Siah-1 displacement	Myeloid diff 2	Myeloid diff 2 GFP+ MAC1+ %	HEK293 NOD2/NF-kB	AID2073	XIAP antagonists	Hep lipid drop	Hep lipid drop cells 6.5 µM	LYP phosphatase
COc1ccccc1CNS(=O)(=O)c1ccc2c(c1)NC(=O)CS2	-5.3%	0.4%	-4.4%	i	0.4	20.8%	8.9%	x	0.0	741	-7.9%
Cc1ccc(NS(=O)(=O)N2CCOCC2)cc1Cl	3.2%	-1.0%	6.5%	u	x	4.4%	-2.0%	x	-2.6	859	-9.7%
COc1cccc(/C=N/Nc2nc3ccccc3[nH]2)c1O	-1.2%	-1.8%	-15.9%	i	0.0	-44.0%	-20.8%	x	-6.3	807	-7.0%

This part in full, repeating the preview:
SMILES	NS5 inhibitors	HIV fusion peptide	Siah-1 displacement	Myeloid diff 2	Myeloid diff 2 GFP+ MAC1+ %	HEK293 NOD2/NF-kB	AID2073	XIAP antagonists	Hep lipid drop	Hep lipid drop cells 6.5 µM	LYP phosphatase
COc1ccccc1CNS(=O)(=O)c1ccc2c(c1)NC(=O)CS2	-5.3%	0.4%	-4.4%	i	0.4	20.8%	8.9%	x	0.0	741	-7.9%
Cc1ccc(NS(=O)(=O)N2CCOCC2)cc1Cl	3.2%	-1.0%	6.5%	u	x	4.4%	-2.0%	x	-2.6	859	-9.7%
COc1cccc(/C=N/Nc2nc3ccccc3[nH]2)c1O	-1.2%	-1.8%	-15.9%	i	0.0	-44.0%	-20.8%	x	-6.3	807	-7.0%
O=[N+]([O-])c1ccc(CP(=O)(c2ccccc2)c2ccccc2)cc1	-11.9%	-0.3%	-2.0%	i	0.1	-22.6%	26.0%	x	-4.8	841	-0.6%
FC(F)(F)c1cc(C(F)(F)F)c2ccc(N3CCN(c4ncccn4)CC3)nc2n1	-7.4%	3.6%	1.7%	i	0.9	1.0%	5.3%	-3.0%	x	x	-7.6%
Cc1cc(C)c(S(=O)(=O)NCC(=O)O)cc1C	-5.6%	1.3%	0.0%	i	0.9	-7.9%	2.8%	-4.6%	10.9	746	2.1%
COc1ccc(CCNC(=O)c2ccccc2-c2ccccc2C(=O)O)cc1OC	-3.9%	-0.2%	-1.2%	i	0.5	-7.2%	13.7%	x	x	x	-11.4%
CCn1c(=O)c(=O)[nH]c2cc(C(=O)NC3CC3)ccc21	-5.8%	1.7%	1.5%	i	1.5	2.8%	13.4%	-5.9%	-6.6	699	-1.7%
C=CCc1c(C)nc2c(OC)cccc2c1Cl	-5.3%	2.6%	-2.3%	i	0.3	-26.2%	-10.8%	-2.4%	-0.6	673	-8.5%
C#CCSc1nnc(-c2sc(-c3ccccc3)nc2C)n1C	-8.9%	-1.7%	4.4%	i	1.2	-19.2%	0.3%	-4.7%	x	x	-8.0%
O=c1[nH]c2ccc(S(=O)(=O)Nc3ccccc3O)cc2[nH]1	-5.8%	7.2%	-1.7%	i	0.9	-1.3%	8.4%	x	-7.2	742	-3.4%
CCn1c(CNC(=O)COc2ccc(C(C)C)cc2)nnc1SCC(=O)Nc1ccccc1C(C)C	-2.8%	-3.5%	-0.9%	i	0.6	16.8%	-12.2%	-21.4%	x	x	5.1%
CCC(C)c1ccc(NC(=O)NCCN2CCCCC2)cc1 (centres undefined)	5.0%	0.0%	-1.2%	i	0.6	5.1%	-4.0%	x	-0.1	732	-5.6%
CC(C)(C)NC(=O)c1cccc(NC(=O)Cc2cccs2)c1	5.2%	2.5%	1.2%	i	1.4	-7.0%	2.6%	-5.5%	-5.3	709	-6.8%
CC1CC(C)CN(c2oc(-c3ccccc3F)nc2C#N)C1 (centres undefined)	0.0%	2.0%	9.6%	i	0.4	20.5%	12.1%	x	x	x	-13.9%
CC1Cc2ccccc2N1C(=O)c1ccc(N2CCCC2)c([N+](=O)[O-])c1 (centres undefined)	-0.9%	2.3%	0.4%	i	1.0	-0.1%	8.9%	-6.8%	24.6	704	11.1%
CCN=c1sc(C(=O)Nc2ccccc2)c(C)n1CC	-7.5%	1.0%	14.9%	i	0.3	3.3%	3.1%	-4.1%	38.5	723	-8.9%
Cc1onc(-c2ccccc2)c1C(=O)OCC(=O)Nc1cc(S(=O)(=O)N2CCOCC2)ccc1Cl	-3.9%	0.7%	5.8%	i	0.1	24.7%	1.4%	-5.8%	2.1	684	-3.1%
Cn1c(N)c(C(=O)COC(=O)c2ccc3c(c2)C(=O)N(c2ccc(Cl)cc2)C3=O)c(=O)n(C)c1=O	-4.4%	5.5%	44.4%	x	x	1.7%	24.4%	-5.4%	17.9	694	-21.6%
CCCn1c2ccc(F)cc2c2nnc(NN)nc21	-1.5%	-1.6%	2.4%	i	0.3	19.8%	14.0%	-3.0%	-5.0	664	0.9%
O=C(Nc1cc(C(F)(F)F)ccc1Cl)c1cccc(N2C(=O)CCC2=O)c1	-0.7%	1.1%	0.7%	i	0.9	-2.0%	12.6%	x	-2.6	833	-10.8%
COc1ccc(N2CCN(C(=O)CN(C)S(=O)(=O)c3cc(C)ccc3OC)CC2)cc1	-3.9%	-2.0%	-6.8%	i	0.2	5.0%	-14.0%	18.3%	2.9	711	-4.0%
CCC1(C)Cc2c(sc3nc4n(c(=O)c23)CCS4)CO1 (centres undefined)	x	0.0%	7.2%	i	1.0	-9.1%	2.1%	-1.7%	-16.7	594	3.2%
O=C(O)c1cccc(S(=O)(=O)N(Cc2ccccc2)c2ccccc2Cl)c1	0.7%	9.6%	-5.3%	i	0.3	-11.2%	45.9%	x	-0.5	729	0.4%
Cc1ccc(Nc2cc(C)nc(N3CCOCC3)n2)cc1	4.1%	0.5%	0.0%	i	1.2	-24.7%	11.1%	-29.4%	x	x	-5.7%
O=C(O)c1ccccc1Nc1ccccc1C(=O)O	4.1%	4.0%	2.4%	i	3.1	20.8%	5.2%	-1.5%	x	x	-1.8%
CC1C(=O)C(C)C(c2cccc(Br)c2)NC1c1cccc(Br)c1 (centres undefined)	-1.3%	-0.8%	2.8%	i	0.5	0.1%	14.2%	x	-8.3	394	-2.1%
CCN(Cc1ccc(OC)c(F)c1)C(=O)CCl	-6.2%	-1.9%	-2.0%	i	0.4	-25.8%	-14.0%	-8.5%	4.8	678	-4.1%
Cc1cc(N2CCOCC2)ccc1/C=C1/SC(=O)NC1=O	-6.2%	5.3%	-1.9%	i	0.5	-101.9%	-6.2%	-4.0%	-2.2	726	2.9%
CCN(CC)C(=O)Cn1nc(-c2ccncc2)nc1SCC(=O)Nc1ccc(OC)cc1	-0.8%	-0.1%	-1.3%	i	0.1	-2.5%	8.8%	x	18.4	824	-7.3%
Cn1ccc(CC(=O)N2CCC(N3CCC(C(=O)N4CCCC4)CC3)CC2)c1	-2.1%	7.3%	11.3%	i	0.5	-4.4%	9.2%	x	1.9	715	-10.3%
O=C(Nc1ccccc1)C1CCCCN1S(=O)(=O)c1ccccc1 (centres undefined)	0.7%	1.2%	6.0%	i	0.9	8.9%	8.8%	-2.1%	-8.9	661	-2.9%
Cc1cccc(OCC(=O)N2CCC(c3ccccc3)C2)c1 (centres undefined)	0.0%	0.4%	1.7%	i	8.0	-63.4%	0.7%	-2.4%	-3.4	692	-10.3%
NS(=O)(=O)c1ccc(CCNC(=O)COC(=O)CC(c2ccccc2)c2ccccc2)cc1	x	19.4%	6.6%	i	0.0	29.1%	3.2%	-14.8%	-22.1	645	-9.8%
CCCCCC(=O)N=Nc1c(O)[nH]c2ccc([N+](=O)[O-])cc12	1.8%	1.5%	-3.3%	i	0.4	-5.2%	12.9%	-6.7%	u	x	4.2%
Cc1nc(NCCN)c(C#N)c2c1COC(C)(C)C2	-4.2%	-0.1%	6.7%	i	1.0	12.8%	17.5%	-7.5%	-36.9	635	-8.7%
c1cc(C2CCN(Cc3nc(-c4ccc5c(c4)OCO5)no3)CC2)ccn1	-7.0%	-1.0%	0.8%	i	0.3	28.0%	-1.8%	-0.2%	3.2	715	-1.6%
Cc1ccc(NC(=O)NC2(C(=O)NCc3ccccc3)CCCCC2)cc1	-2.0%	0.5%	3.0%	i	5.0	17.8%	9.1%	-6.3%	-3.1	678	-4.0%
CC(C)(C)NC(=O)CN(C(=O)C(=O)Nc1ccc2c(c1)OCCO2)C1CCCC1	-4.1%	0.4%	-3.1%	i	1.1	-0.5%	4.0%	x	-4.9	820	-0.4%
O=C(Cn1cc([N+](=O)[O-])cn1)Nc1ccccn1	-3.4%	-0.5%	4.3%	i	1.5	9.2%	-8.5%	-1.9%	x	x	-0.2%
CC(=O)Nc1cccc(C(=O)Nc2nc(C)cs2)c1	0.8%	-0.5%	-2.2%	i	0.7	-21.5%	21.6%	-6.9%	7.7	711	-2.6%
Cc1cc(NC(=O)CSc2nc3ccccc3cc2C#N)no1	22.1%	11.9%	-1.1%	i	2.0	-34.3%	6.4%	x	16.1	784	-10.3%
Cc1ccc(CNC(=O)COC(=O)CCCOc2ccc(Cl)cc2Cl)cc1	x	-1.3%	-0.5%	i	0.3	9.0%	23.9%	-21.0%	-4.4	462	2.1%
CCCCOc1ccc(CSCCN)cc1Cl	3.1%	-1.3%	-2.7%	i	0.1	-10.2%	19.8%	x	4.7	733	-9.2%
C/C(=N/Nc1nc(-c2ccc(Cl)cc2)cs1)c1cccs1	-8.0%	0.4%	0.5%	i	0.6	-2.3%	-12.7%	-2.4%	11.9	836	-2.0%

Single values from the results shown:
In Siah-1 displacement, Cc1cc(NC(=O)CSc2nc3ccccc3cc2C#N)no1 is entered as -1.1%
In HEK293 NOD2/NF-kB, CC(=O)Nc1cccc(C(=O)Nc2nc(C)cs2)c1 is entered as -21.5%
In LYP phosphatase, Cc1ccc(CNC(=O)COC(=O)CCCOc2ccc(Cl)cc2Cl)cc1 is entered as 2.1%

These rows are one share of the data (hit frequency here may not be typical).
